From PubChem
TDP43 rescue: TDP-43 toxicity inhibition in yeast; TDP-43 expressing yeast growth rescue, BacTiter-Glo, 24 h; Potency, µM (highest dose often 46.1 µM), without a hit: at the top dose growth rescue (activation), hits mostly activators; hit rate 1.8% among 410,000; further: potency means the concentration at half of the fitted maximal effect; % of control where 0% means no effect; nearly all actives have a fitted effect of over 50% in size
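Galactose-induced TDP-43 yeast, OD600=0.02, compound pinned; 24 hr, 30 deg C; BacTiter-Glo luminescence for growth. Inhibitors of TDP-43 toxicity read as activators.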
FUS suppressor: rescues growth of FUS-expressing yeast | AID 1347120 | Potency, µM (top dose mostly 76.6 µM), without a hit: top-dose growth rescue (activation), usual class: activators | hit rate 0.24% among 390,000 | S. cerevisiae FUS-expressing, growth rescue, OD600, 24 h;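 further: potency means the concentration at half of the fitted maximal effect; plate controls were DMSO vehicle for no effect and reference control for full effect; nearly all actives have a fitted effect of over 55% in size; some results filed as inactive show a strong effect at the top dose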
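Cultures pregrown in 2.5% raffinose medium are shifted to minimal medium containing 2% galactose to express toxic FUS. Compounds are tested at several concentrations. After 24hr at 30C, growth is quantified at 600 nm absorbance.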
Abeta yeast res: A-beta toxicity reversal in yeast. yeast expressing A-beta42, growth rescue, OD600, 48 h; response scale: 0% DMSO, 100% iron-clioquinol control. Potency, µM (highest dose often 46.1 µM), for the others: top-dose growth rescue, usual class: activators. hit rate 0.063% among 410,000. AID 1347071; further: potency means the concentration at half of the fitted maximal effect; nearly all actives have a fitted effect of over 55% in size
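Yeast growth medium received pinned compounds, then yeast cells expressing toxic A-beta were added; plates incubated at 30 C for 48 hr. Growth read as absorbance at 600 nm, normalized to DMSO and equimolar FeCl3 plus clioquinol controls.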
HEK293 tox: cytotoxicity counter-screen for GLP-1 receptor inverse agonists; AID 624418; Potency, µM (highest dose often 38.3 µM), without a hit: at the top dose activity change, negative = inhibition, most hits filed as inhibitors; hit rate 0.13% among 410,000; HEK293 cAMP-luciferase reporter cells, luminescence, 24 h;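 further: loss of luciferase light is scored as toxicity; potency means the concentration at half of the fitted maximal effect; on the % scale 0 is the no-effect control and ±100 the full control effect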
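Compound-treated cells are incubated 24 hr at 37 deg C under 5% CO2 after a 12 hour attachment period, then luciferase detection reagent is added and luminescence is measured following 12 min at room temperature; lowered signal indicates toxicity.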
aSyn yeast inh: alpha-synuclein toxicity inhibition in yeast | hit rate 0.14% among 370,000 | Yeast expressing alpha-synuclein, growth rescue, BacTiter-Glo, 24 h | AID 652106 | Potency, µM (series often up to 46.1 µM), for the others: top-dose growth rescue (activation), hits mostly activators; further: potency means the concentration at half of the fitted maximal effect; % of control where 0% means no effect; nearly all actives have a fitted effect of over 65% in size
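Rescue of yeast growth: cells expressing toxic alpha-synuclein, induced in galactose at OD600 0.02, incubated with compound 24 h at 30 C. ATP luminescence quantified growth; inhibitors of toxicity appear as activators.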
GLP1R inv ag: inverse agonists of human GLP-1 receptor; P43220; HEK293 GLP-1R CRE-luciferase, luminescence, 24 h; GLP-1R form is constitutively active; Potency, µM (series often up to 38.3 µM), for inactives: at the highest dose activity change, negative = inhibition, hits mostly inhibitors; hit rate 1.6% among 410,000; AID 624417; further: potency means the concentration at half of the fitted maximal effect; on the % scale 0 is the no-effect control and ±100 the full control effect; nearly all actives have a fitted effect of over 55% in size
Target sequence (P43220 whole entry, looked up): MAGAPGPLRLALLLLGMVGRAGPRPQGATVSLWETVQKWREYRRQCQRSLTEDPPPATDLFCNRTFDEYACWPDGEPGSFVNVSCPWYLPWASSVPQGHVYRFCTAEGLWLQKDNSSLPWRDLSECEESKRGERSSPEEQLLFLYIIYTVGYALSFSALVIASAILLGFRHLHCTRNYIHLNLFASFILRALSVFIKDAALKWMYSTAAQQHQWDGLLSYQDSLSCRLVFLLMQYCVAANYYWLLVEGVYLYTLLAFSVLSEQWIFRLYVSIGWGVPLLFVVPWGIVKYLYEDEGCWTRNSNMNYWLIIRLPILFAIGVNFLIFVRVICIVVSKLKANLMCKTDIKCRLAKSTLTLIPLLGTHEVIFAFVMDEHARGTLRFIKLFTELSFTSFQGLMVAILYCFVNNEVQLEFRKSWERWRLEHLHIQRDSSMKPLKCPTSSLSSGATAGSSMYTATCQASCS
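Assay principle: reduced luminescence from a cAMP-responsive reporter in HEK293 cells co-expressing a constitutively active GLP-1R. Conditions: 24 hr compound incubation, 37 deg C, 5% CO2.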
pAkt inh: Akt phosphorylation inhibition; activity change, % for hits at 50 µM; Neuro2A IGF-stimulated pAkt S473 HTRF, 20 min; hits give low values; hit rate 0.32% among 360,000; AID 651550; in the data active means activity change below about -80%; inconclusive means mostly about -51% to -80%; further: on the % scale 0 is the no-effect control and ±100 the full control effect
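Neuro2A cells (4,500/well, DMEM with 0.5% FBS) were treated with compound at a single 50 µM final concentration, stimulated with 6 nM IGF for 20 min at 37 °C, and lysed. Phospho-Akt Ser473 was read by HTRF as 665/615 ratio ×10^4.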
PTHR1 ag: agonists of human PTHR1 parathyroid hormone receptor; Q03431; HEK293 GP2 PTHR1 cells, GloSensor cAMP luminescence, 1 h; Potency, µM (titrated, usually from 115 µM), for the others: at the highest dose activation, actives largely listed as activators; hit rate 0.075% among 410,000; further: potency means the concentration at half of the fitted maximal effect; nearly all actives have a fitted effect of over 55% in size; some results filed as inactive show a strong effect at the top dose; inactives centre near -15; many of its hits are not listed in these tables
Target sequence (Q03431 whole entry, looked up): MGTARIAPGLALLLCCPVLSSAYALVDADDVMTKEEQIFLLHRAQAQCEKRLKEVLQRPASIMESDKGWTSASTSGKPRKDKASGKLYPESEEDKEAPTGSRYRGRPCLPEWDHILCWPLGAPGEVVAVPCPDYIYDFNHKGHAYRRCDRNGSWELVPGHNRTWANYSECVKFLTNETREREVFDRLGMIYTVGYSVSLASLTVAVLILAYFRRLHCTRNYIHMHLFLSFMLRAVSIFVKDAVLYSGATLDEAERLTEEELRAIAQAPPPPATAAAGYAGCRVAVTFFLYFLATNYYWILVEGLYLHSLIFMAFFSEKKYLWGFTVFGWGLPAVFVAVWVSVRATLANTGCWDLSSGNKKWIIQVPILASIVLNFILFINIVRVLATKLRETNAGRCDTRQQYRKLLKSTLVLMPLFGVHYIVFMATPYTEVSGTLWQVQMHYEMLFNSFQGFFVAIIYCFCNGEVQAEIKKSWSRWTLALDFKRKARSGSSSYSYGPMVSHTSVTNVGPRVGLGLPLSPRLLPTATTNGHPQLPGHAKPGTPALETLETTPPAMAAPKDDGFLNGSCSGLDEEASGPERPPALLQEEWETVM
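HEK-293-derived GP2 cells expressing PTHR1 and a GloSensor cAMP reporter, 3,000/well, plated overnight, given luciferin plus IBMX (each 0.5 mM as added) for 1 h at 37 °C, then compound for 1 h at 37 °C. Luminescence was read after 15 min at room temperature.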
MmCpn inh: blocks the Methanococcus maripaludis chaperonin Mm-Cpn; purified Mm-Cpn ATPase, ADP Transcreener TR-FRET; Potency, µM (top dose mostly 76.9 µM), for inactives: top-dose activity, negative = inhibition, actives largely listed as inhibitors; hit rate 0.031% among 330,000; further: potency means the concentration at half of the fitted maximal effect; on the % scale 0 is the no-effect control and ±100 the full control effect; nearly all actives have a fitted effect of over 80% in size
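Purified archaeal chaperonin (25 nM final) was preincubated with compound for 10 min at 37°C, then ATP (10 uM final) was added for 30 min at 37°C in Tris pH 7.4/KCl/MgCl2/DTT buffer. ADP was quantified by HTRF Transcreener TR-FRET.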
Numbers without * were called inactive; i = inactive; u = inconclusive; x = not tested or not shown; & = joins results of further samples; [ ] = remark or other dose. Unless noted, the call rests on the fitted dose curve; in most records, active means well fitted curve in the direction sought with a large enough effect; inconclusive means small, poorly fitted or top-dose-only effect, or another doubt; inactive means no such curve, though single readings can be large; an effect the other way counts as inactive or inconclusive. Not all compounds are listed (hit frequency here may not be typical).

Results follow in this order: TDP43 rescue | FUS suppressor | Abeta yeast res | HEK293 tox | aSyn yeast inh | GLP1R inv ag | pAkt inh | PTHR1 ag | MmCpn inh
(1) Cn1c2ccccc2c2ncn(Cc3ccc(F)cc3)c(=O)c21
  20% | -3% | 6% | -2% | 0% | 9% | i | i | 0%
(2) COc1ccc(/C=N/NC(=O)c2ccco2)cc1OCc1ccccc1
  -4% | 33% | 8% | -22% | -2% | 8% | i | -13% | 3%
(3) Nc1nonc1-n1nnc(C(=O)N/N=C/c2ccc(Br)cc2)c1-c1ccc2c(c1)OCO2
  -2% | 12% | 3% | -16% | 1% | -22% | i | -1% | 2%
(4) O=C(COC(=O)Cn1cnc2ccccc2c1=O)NCC12CC3CC(CC(C3)C1)C2
  7% | x | 9% | 9% | 6% | 36%[activator] | i | 3% | u
(5) COC(=O)c1cc(Br)c(=O)n(CCN2CCCCC2)c1
  -8% | -13% | 14% | -15% | 1% | 8% | i | -2%[57.5 µM] | -2%
(6) O=C(COC(=O)C1CCN(S(=O)(=O)c2cccs2)CC1)c1ccc2c(c1)OCCO2
  -21% | 33% | -17% | -19% | -2% | 2% | i | i | -3%
(7) COc1ccc(C(C)(C)C)cc1NC(=O)C1CC=CCC1C(=O)O (stereo not drawn)
  -14% | 2% | 11% | -3% | -13% | 0% | i | -15%[57.5 µM] | 0%
(8) COCCn1c(=S)[nH]c2cc(C(=O)NC3CCCC(C)C3C)ccc2c1=O (stereo not drawn)
  11% | -6% | -1% | 5% | -3% | -4% | i | -22% | x
(9) Cc1cc(SCC(=O)OCC(=O)NCC2CCCO2)c(C)cc1Br (stereo not drawn)
  25µM* | -14% | 10% | 1% | 5% | -17% | i | i | 1%
(10) COc1cccc(CN(C)C(=O)c2ccc(OCC(=O)N3CCOCC3)c(OC)c2)c1
  5% | 28% | 7% | 2% | 2%[1.84 µM] | 6% | i | i | 2%
(11) CCCC(C)NC(=O)c1ccc(OCc2ccc(Cl)cc2)c(OC)c1 (stereo not drawn)
  22µM* | 11% | 8% | -29% | 0% | u | i | -37%[inhibitor] | 0%
(12) CCOC(=O)c1c(C)[nH]c(C)c1C(=O)COC(=O)c1cc2ccccc2cc1O
  -7%[9.22 µM] | 40% | 10% | -7% | 13% | u | i | -25% | 0%
(13) CCOC(=O)N1CCN(CCC(=O)Nc2cc([N+](=O)[O-])ccc2OC)CC1
  -20% | x | 0% | u | -1% | u | i | i | 0%
(14) O=C(NCCCN1CCCC1=O)c1ccc(S(=O)(=O)Nc2ccccc2F)cc1
  9% | 11% | 8% | 7% | -1% | 10% | i | i | -2%
(15) CCc1cccc(NS(=O)(=O)c2c(C)nc3scc(C)n3c2=O)c1
  u | -10% | -53%[inhibitor] | -10% | u | u | i | -5% | 1%
(16) O=C(O)CCC(=O)N1CCN(S(=O)(=O)c2ccc3ccccc3c2)CC1
  -31%[inhibitor] | 2% | -9% | 9% | 0% | 3% | i | -11% | 2%
(17) CCOc1ccc(N2C(=O)c3cccnc3C2=O)cc1
  -14% | 19% | 0% | 7% | -4% | 0% | i | i | 1%
(18) COc1ccccc1CNC(=O)c1ccc(Cn2c(SCc3ccccc3)nc3cccnc32)cc1
  -19% | u | -14% | -3% | x | u | x | -27% | x
(19) O=S(=O)(c1ccccc1)N1CCn2c(nc3ccccc32)C1
  0% | -18% | 8% | 2% | 0% | -1% | i | -9% | 0%
(20) COc1cc2c(=O)[nH]c3cc([N+](=O)[O-])ccc3c2cc1[N+](=O)[O-]
  0% | 0% | -3% | -15% | 2% | -5% | i | i | x
(21) CNC(=O)OC1CC2CC1[C@H]1CCCCN1C2=O (stereo partly drawn)
  24% | -22% | -13% | 2% | -1% | 5% | i | -13% | x
(22) CN(C(=O)COC(=O)COc1ccc2ccccc2c1)c1ccccc1
  -8% | 37% | 11% | -3% | -6% | 3% | i | -1% | x
(23) CC(=O)c1ccc(NC(=O)C2(c3ccccc3)CC2(Cl)Cl)cc1 (stereo not drawn)
  14% | 19% | 14% | -2% | -1% | u | i | i | -19%
(24) COc1cc(-c2cnc3c(NC=O)cc(-c4cccc(C(F)(F)F)c4)cn23)cc(OC)c1OC
  0% | u | -8% | -26% | 11% | -23% | i | -46%[inhibitor] | x
(25) Cc1ccc(C2=NN(CC(=O)NCCN(CC(C)C)CC(C)C)C(=O)CC2)cc1
  -6%&0% | 19%&-4% | 1%&-26% | -8%&0% | 2% | u | i | -11% | -1%
(26) CC(C)NC(=O)C1(O)c2ccccc2NC(=O)N1c1ccc(Cl)c(Cl)c1 (stereo not drawn)
  0% | 1% | -6% | 10% | 1% | 1% | i | i | 1%
(27) NC(=O)c1ccc(NC(=O)COC(=O)CCC(=O)c2ccc(Cl)cc2)cc1
  4% | 5% | -17% | 4% | -2% | 18% | i | i | 0%
(28) Cc1nnc(NC(=O)C2CC(=O)N(c3ccc4c(c3)OCCO4)C2)s1 (stereo not drawn)
  16% | 22% | -5% | 1% | 5% | 4% | i | -11% | 1%
(29) COc1ccccc1C(=O)NC(CCSC)C(=O)NCc1ccccn1 (stereo not drawn)
  7% | 10% | 6% | 12% | -7% | 0% | i | i | 2%
(30) CCN(CC)C(=O)c1c([N+](=O)[O-])c(C(C)(C)C)nn1C
  30% | -3% | -4% | 10% | -6% | -3% | i | i | 1%
(31) CCn1cc(C(=O)OCC(=O)Nc2cc(Cl)ccc2C)c(=O)c2ccc(C)nc21
  u | -2% | u | -5% | x | 1% | x | i | x
(32) COc1ccc(-c2nc3nc(N)nn3cc2C)cc1F
  7% | -10% | 33% | 23%[7.66 µM] | -1% | 13%[7.66 µM] | i | -63% | 0%
(33) Cc1cc(C)c2nc(NNC(=O)c3ccc(S(=O)(=O)N4CCCC(C)C4)cc3)sc2c1 (stereo not drawn)
  u | 33% | 2% | -23% | 27% | u | i | -3% | -3%
(34) Cc1ccccc1C(=O)NC(=S)Nc1ccc(Cc2ccncc2)cc1
  10% | x | -3% | -12% | -7% | 1% | i | -46%[inhibitor] | 1%
(35) COCc1nnc(NC(=O)c2ccc(NC(=O)C(C)C)cc2)s1
  0% | 1% | -13% | -22% | -12% | 5% | i | i | -1%
(36) CC(C)N(Cc1ccccc1)S(=O)(=O)c1cccs1
  11% | -11% | 8% | -25% | 7% | u | i | -37%[inhibitor] | -1%
(37) Cc1ccc2[nH]c3c(=O)n(CCc4cnc[nH]4)cnc3c2c1
  -27% | -1% | 5% | 9% | 5% | 39%[activator] | i | 14%[57.5 µM] | -2%
(38) C=CC[C@@H](CC(=O)NCCO)C(=O)N[C@@H](COC(=O)[C@@H](CC=C)CC(=O)OC(C)(C)C)Cc1c[nH]c2ccccc12
  17% | u | -11% | 1% | -2% | -14% | i | i | -2%
(39) Cc1cc(C(=O)N2CCN(c3ccccc3)CC2)no1
  3% | 16% | -2% | 9% | -1% | 11% | i | i | -2%
(40) CC(=O)c1ccc(NC(=S)N(C)C2CCN(C)CC2)cc1
  -4% | x | 9% | 10% | -8% | -14% | i | 3% | -1%
(41) CCOC(=O)c1c(C)[nH]c(C)c1C(=O)CSc1nc2ccccc2c(=O)n1-c1ccc(Cl)cc1
  4% | x | -5% | -21% | 2% | u | i | -20% | -14%
(42) COc1ccccc1/C=C/C=N/NC(=O)c1ccc(=O)n(C)c1
  6% | x | -12% | -5% | 3% | 8% | i | -9% | -5%
(43) Cc1ccccc1-c1nc(CS(=O)(=O)CC(=O)NCCN2CCOCC2)c(C)o1
  12% | -12% | 3% | -5% | 0% | -8% | i | i | 2%
(44) COc1c2ccoc2c(OC[C@@H](O)C(C)(C)O)c2oc(=O)ccc12
  23% | -19% | 5% | 2% | 1% | -1% | i | i | 1%
(45) CCn1c(C)c(C)c2cc(C(=O)NCc3ccc(OC)cc3OC)ccc21
  -11% | u | 7% | -11% | x | -9% | x | -19% | x

Some values from above.
Value for no. 28 in PTHR1 ag: -11%
Value for no. 13 in TDP43 rescue: -20%
Value for no. 31 in FUS suppressor: -2%

Additional entries
Results follow in this order: TDP43 rescue | FUS suppressor | Abeta yeast res | HEK293 tox | aSyn yeast inh | GLP1R inv ag | pAkt inh | PTHR1 ag | MmCpn inh
(46) COC(=O)c1ccn(CC(=O)NC2CCCCC2)n1
  3% | -7% | -10% | -10% | 0% | 21% | i | -22% | -4%
(47) COCCN(Cc1cc2cc(C)ccc2[nH]c1=O)S(=O)(=O)c1ccc(Cl)cc1
  -9% | 5% | -11% | -10% | -6% | u | i | i | -2%
(48) COc1ccc(NC(=O)c2cc(S(=O)(=O)N3CCc4ccccc43)cn2C)cc1
  4% | -25% | 1% | -8% | 0% | u | i | -56%[inhibitor] | -8%
(49) CC(C)(C)C(=O)/C(C#N)=C/c1cccs1
  -7% | 2% | 27% | 6% | -5% | 5% | i | i | 2%
(50) COC(=O)c1[nH]c2ccc(C)cc2c1NC(=O)C1=COCCO1
  17% | -53%[inhibitor] | 10%[9.22 µM] | -1% | -1% | 30% | i | i | 0%

From compound 1 as far as 2, as listed above:
Results follow in this order: TDP43 rescue | FUS suppressor | Abeta yeast res | HEK293 tox | aSyn yeast inh | GLP1R inv ag | pAkt inh | PTHR1 ag | MmCpn inh
(1) Cn1c2ccccc2c2ncn(Cc3ccc(F)cc3)c(=O)c21
  20% | -3% | 6% | -2% | 0% | 9% | i | i | 0%
(2) COc1ccc(/C=N/NC(=O)c2ccco2)cc1OCc1ccccc1
  -4% | 33% | 8% | -22% | -2% | 8% | i | -13% | 3%
